Source: PubChem (National Center for Advancing Translational Sciences (NCATS))
RXFP1 antagonist: qHTS Assay for Antagonists of the Relaxin Receptor RXFP1 | Relaxin receptor 1 (Homo sapiens), Q9HBX9 | actives 0.59% (n = 350,000) | HEK293-RXFP1, relaxin-stimulated cAMP HTRF, 30 min; stronger effect = lower value | activity change, negative = inhibition, % at 57.5 µM;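 active means activity change of -60% or lower, but not beyond a set lower limit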; further: on the % scale 0 is the no-effect control and ±100 the full control effect
D1 agonist: Allosteric Agonists of the Human D1 Dopamine Receptor: qHTS. D(1A) dopamine receptor (Homo sapiens), P21728. HEK293 T-REx D1 cells, calcium flux, agonist mode. activation, % at 2 µM. actives 1% (n = 360,000). AID 504660, 2011; further: 0% is about no effect
Target sequence (P21728 whole entry, looked up): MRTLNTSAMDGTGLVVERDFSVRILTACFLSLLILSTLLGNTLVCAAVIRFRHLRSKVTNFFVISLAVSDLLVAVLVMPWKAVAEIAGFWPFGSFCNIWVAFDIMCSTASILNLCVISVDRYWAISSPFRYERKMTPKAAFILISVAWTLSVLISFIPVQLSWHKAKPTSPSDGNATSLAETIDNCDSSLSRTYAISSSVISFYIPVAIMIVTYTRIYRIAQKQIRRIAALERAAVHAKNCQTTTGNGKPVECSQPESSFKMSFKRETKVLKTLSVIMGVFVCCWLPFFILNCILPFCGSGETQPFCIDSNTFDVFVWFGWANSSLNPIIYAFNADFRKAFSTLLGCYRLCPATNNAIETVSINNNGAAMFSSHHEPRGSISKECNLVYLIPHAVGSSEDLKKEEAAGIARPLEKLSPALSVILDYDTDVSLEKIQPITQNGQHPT
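Agonism was scored from calcium flux recorded over 180 s (1 read/s) after pintool compound addition, following a 10-cycle baseline. Cells were inducible force-coupled HEK293 TREx D1, plated overnight at 30 C and loaded with no-wash calcium dye.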
D1 antagonist: Antagonist of Human D 1 Dopamine Receptor: qHTS. HEK293 TREx D1 cells, calcium flux, dopamine EC80; stronger effect = lower value. activity change, negative = inhibition, % at 10 µM. actives 3.2% (n = 360,000); in the data active means activity change below about -30%; further: on the % scale 0 is the no-effect control and ±100 the full control effect
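Compound effects on dopamine-evoked calcium signalling were measured in tetracycline-induced HEK293 Trex D1 cells. Dopamine at EC80 followed a 180 s compound pre-read, and fluorescence was tracked kinetically for 180 s more.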
D2 agonist: HTS Assay for Allosteric Agonists of the Human D2 Dopamine Receptor: Primary Screen for Agonists. HEK293 T-REx D2 cells, calcium flux agonist mode. actives 0.53% (n = 340,000). activation, % at 2 µM. AID 485358, 2010;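 active means activation over 3 SD above normal in the single-dose calcium agonist read, cut at about 30% in these data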; further: 0% is about no effect
Target sequence (P14416 whole entry, looked up): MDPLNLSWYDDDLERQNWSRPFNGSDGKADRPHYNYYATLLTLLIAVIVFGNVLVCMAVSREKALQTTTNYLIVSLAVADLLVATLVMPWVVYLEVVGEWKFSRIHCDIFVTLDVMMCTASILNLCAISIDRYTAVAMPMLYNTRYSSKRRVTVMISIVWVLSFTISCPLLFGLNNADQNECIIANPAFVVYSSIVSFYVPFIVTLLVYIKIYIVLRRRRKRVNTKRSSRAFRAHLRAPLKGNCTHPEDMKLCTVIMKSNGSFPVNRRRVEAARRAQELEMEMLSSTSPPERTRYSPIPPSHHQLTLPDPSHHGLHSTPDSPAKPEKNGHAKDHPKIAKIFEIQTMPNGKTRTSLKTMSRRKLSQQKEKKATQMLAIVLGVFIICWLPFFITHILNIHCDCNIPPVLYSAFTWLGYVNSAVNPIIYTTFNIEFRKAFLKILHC
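Calcium-flux readout, 1 cycle/sec over 180 s following compound pin transfer, in inducible HEK293 Trex D2 cells (force-coupled); dopamine controls included. Positive calcium responses during this window marked compounds as potential agonists.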
TRHR enhancer: qHTS for Small Molecule Agonists and Allosteric Enhancers of Human TRH Receptor: Primary Screen for Enhancers. Thyrotropin-releasing hormone receptor (Homo sapiens), P34981. TRHR cells, fluo-8 calcium fluorescence, EC20 TRH enhancement. enhancement, % at 2 µM. actives 0.66% (n = 360,000); in the data active means enhancement above about 30%; further: 0% is about no effect
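Enhancer read-out: after compound pinning and an initial kinetic agonist-mode read, an EC20 of TRH (10 nM final) was injected and fluo-8 calcium signal (Ex 480/Em 530) followed at 1 s/cycle for 100 cycles in TRHR-expressing cells.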
D1 potentiator: Potentiators of Human D1 Dopamine Receptor: qHTS. actives 0.036% (n = 360,000). HEK293 TREx D1 cells, calcium flux, dopamine EC20 potentiation. potentiation, % at 10 µM. AID 504651, 2011; in the data active means potentiation above about 30%; further: 0% is about no effect
D2 antag: HTS Assay for Allosteric Antagonists of the Human D2 Dopamine Receptor: Primary Screen for Antagonists; D(2) dopamine receptor (Homo sapiens), P14416; HEK293 TREx D2 cells, calcium flux, dopamine EC80; inhibition, % at 10 µM; actives 2% (n = 340,000); AID 485344, 2010; in the data active means inhibition above about 30%; further: 0% is about no effect
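Calcium flux kinetic readout in an inducible HEK293 TREx D2 line plated overnight at 30 C. After 180 s compound exposure, an EC80 dopamine challenge follows with another 180 s kinetic read to detect antagonism.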
TRHR agonist: qHTS for Small Molecule Agonists and Allosteric Enhancers of Human TRH Receptor: Primary Screen for Agonists; TRHR cells, calcium flux fluo-8, FDSS agonist mode; actives 0.18% (n = 360,000); activation, % at 2 µM; further: 0% is about no effect
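Agonist-mode FDSS calcium read (Ex 480/Em 530, 1 s cycles) in 1536-well TRHR cells with fluo-8 dye, after 10-cycle baseline and 23 nL compound addition; TRH at EC20 (10 nM final) added afterwards for the enhancer phase.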
D2 PAM: HTS Assay for Positive Allosteric Modulators of the Human D2 Dopamine Receptor: Primary Screen for Potentiators | HEK293 T-REx D2, calcium flux, EC20 dopamine potentiation | D(2) dopamine receptor (Homo sapiens), P14416 | actives 0.34% (n = 340,000) | potentiation, % at 10 µM;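 active means potentiation over 3 SD above the plate norm, cut at about 30% in these data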; further: 0% is about no effect
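Using a no-wash calcium dye in inducible, force-coupled HEK293 Trex cells expressing D2, we tracked fluorescence each second for 180 s after compound, then for 180 s after EC20 dopamine to detect augmented signalling.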
* = called active by the depositor; · = no result given; & = joins results of further samples. Unless noted, no stated cut-off is given here; in the data, active means activation above about 30%; inactive means the rest.

A first look (five entries):
SMILES	RXFP1 antagonist	D1 agonist	D1 antagonist	D2 agonist	TRHR enhancer	D1 potentiator	D2 antag	TRHR agonist	D2 PAM
Cc1cc(C)cc(-n2nnnc2SCC(=O)Nc2cccc(NC(=O)c3ccco3)c2)c1	-3	2	-11	-1.4	14	-4	-6	-0.2	1
CC(C)c1ccc(CSc2ccc(S(=O)(=O)N3CCOCC3)cn2)cc1	-5	13	12	0.4	-3	-1	10	-1.1	1
Cc1cccc(OCC(=O)Nc2ccccc2N2CCCCC2)c1	-13	6	9	-0.5	-4	10	10	0.4	6
Cc1cccc(C)c1NCc1n[nH]c(=S)n1-c1ccccc1	-30	5	-3	-2.0	9	-2	51*	-0.7	8
COc1cccc(CN(C(=O)c2ccco2)C2CCS(=O)(=O)C2)c1 (stereo not drawn)	27	2	7	-0.1	8	-3	-12	0.4	-9

The whole of this part, from the start:
SMILES	RXFP1 antagonist	D1 agonist	D1 antagonist	D2 agonist	TRHR enhancer	D1 potentiator	D2 antag	TRHR agonist	D2 PAM
Cc1cc(C)cc(-n2nnnc2SCC(=O)Nc2cccc(NC(=O)c3ccco3)c2)c1	-3	2	-11	-1.4	14	-4	-6	-0.2	1
CC(C)c1ccc(CSc2ccc(S(=O)(=O)N3CCOCC3)cn2)cc1	-5	13	12	0.4	-3	-1	10	-1.1	1
Cc1cccc(OCC(=O)Nc2ccccc2N2CCCCC2)c1	-13	6	9	-0.5	-4	10	10	0.4	6
Cc1cccc(C)c1NCc1n[nH]c(=S)n1-c1ccccc1	-30	5	-3	-2.0	9	-2	51*	-0.7	8
COc1cccc(CN(C(=O)c2ccco2)C2CCS(=O)(=O)C2)c1 (stereo not drawn)	27	2	7	-0.1	8	-3	-12	0.4	-9
Nc1nc(-c2cccnc2)nn1C(=O)c1ccco1	·	-1	10	2.1	-3	-1	-1	0.1	-7
COc1ccccc1N1CCN(C(=O)CCNS(=O)(=O)c2ccc3c(c2)CCN3C(=O)C2CC2)CC1	·	1	-9	-1.1	4	-4	·	-0.5	-3
O=C(Nc1ccccc1O)c1cc(S(=O)(=O)N2CCCC2)ccc1Cl	-6	5	-20	-2.1	-6	-2	·	-0.9	9
CC1CCCN(c2ccc3nc4ccccc4c(=O)n3n2)C1 (stereo not drawn)	-3	-3	-3	-0.1	7	-6	-4	-0.4	1
Cc1cccc(OCCSc2nc3ccccc3n2CC(=O)N2CCOCC2)c1C	·	-2	-2	0.2	-3	-1	·	0.1	1
COc1cc(CN/C(C)=C(\C#N)C(N)=O)cc(OC)c1OC	24	4	-5	1.9	7	-3	17	0.5	9
CCOC(=O)C1Sc2ccccc2NC1=O (stereo not drawn)	-4	1	-6	·	-1	-2	·	0.3	·
CCC(C)[C@H]1CNCCN1CCC12CC3CC(CC(C3)C1)C2 (stereo partly drawn)	·	3	·	0.5	-1	5	-10	4.1	11
Cn1nc(C(=O)N2CCN(S(=O)(=O)c3ccccc3)CC2)c2ccccc2c1=O	2	4	3	0.2	-2	-4	-7	1.3	11
COc1ccc(NC(=O)NC(C)c2ccc3c(c2)OCO3)c(OC)c1 (stereo not drawn)	7	1	-19	-0.9	3	-8	-10	0.1	-15
CN(C)c1nnc(-c2ccc(Cl)cc2)o1	-7	0	-11	-2.4	-2	0	-13	-0.4	8
CCOC(=O)c1ccc(NC(=O)CN2C(=O)c3cccnc3Oc3ccc(Cl)cc32)cc1	-29	2	17	-1.2	-1	7	·	0.1	-2
COC(=O)c1ccccc1NC(=O)Cn1c(=O)n(-c2ccc(Cl)cc2)c(=O)c2c(C)c(C)sc21	-6	-2	5	·	2	1	·	-0.3	13
Cc1nn(CC(=O)Nc2cc(S(=O)(=O)N(C)C)ccc2Cl)c(C)c1[N+](=O)[O-]	-15	1	-8	0.2	-4	1	3	0.4	-15
Cc1ccc(SCCNC(=S)Nc2cc(C)ccc2C)cc1	0	3	-20	1.3	-3	-6	2	-0.9	-7
COc1c(C)cc(C(=O)C2CCCN(Cc3cnc(N4CCOCC4)s3)C2)cc1C (stereo not drawn)	-9	8	35	0.4	6	9	15	0.8	-16
COc1ccccc1N(CC(=O)N/N=C/c1ccc(OCC(=O)NCc2ccco2)cc1)S(=O)(=O)c1ccc(C)cc1	0	5	23	-0.2	-2	0	8	2.3	-9
COc1ccc(N(CC(=O)NC2CCCCC2)C(=O)c2snc(C(N)=O)c2N)cc1	-3	0	-7	2.9	-5	-7	9	-0.8	·
COC(=O)C1CCCN1S(=O)(=O)c1ccc([N+](=O)[O-])cc1 (stereo not drawn)	2	6	-17	1.7	0	-1	11	0.2	-5
CCN(CC)S(=O)(=O)c1ccc(O)c(NC(=O)c2ccc(N3CCOCC3)c([N+](=O)[O-])c2)c1	-5	1	-15	1.2	5	-6	3	-0.1	12
O=C(OCCN=C1NS(=O)(=O)c2ccccc21)c1cccc([N+](=O)[O-])c1	-5	3	-7	0.9	-8	·	-5	1.7	-6
O=C1CS/C(=N/N=C2CCCC2)N1	-35	4	-48*	0.3	0	5	-4	0.4	0
Clc1ccc2c(NNc3ccccc3Cl)ccnc2c1	-7	2	-22	-0.1	3	0	-20	-0.3	-5
COc1ccc(-n2cnnc2SCC(=O)Nc2ccccc2F)cc1	6	3	-5	·	3	-4	·	0.7	·
O=C(OCCNc1nc(-c2ccccc2)nc2ccccc12)c1ccncc1	-4	1	1	-0.4	-1	-6	-12	0.3	5
O=C(O)[C@H](Cc1ccccc1)NC(=O)N1CCN(c2ccc(F)cc2)CC1	1	1	8	-0.3	-2	-2	3	0.1	10
CCOC(=O)C1=C(COC(=O)c2ccc([N+](=O)[O-])o2)NC(=O)NC1C (stereo not drawn)	12	3	17	-0.1	1	·	19	-0.4	-3
CCOC(=O)c1cnc(-c2ccccc2)nc1Oc1ccc(C)cc1	-13	15	26	0.6	-4	4	8	1.5	5
Cc1[nH]c2ccccc2c1C(C[N+](=O)[O-])c1cccs1 (stereo not drawn)	-31	0	-9	1.2	8	-6	-9	0.4	-5
O=C(CNc1n[nH]c(=O)[nH]c1=O)N/N=C/C1CC=CCC1 (stereo not drawn)	-4	3	-2	0.1	0	-10	-8	0.9	4
COc1ccc(CNC(=O)c2cnccn2)cc1	-8	3	-13	-0.4	2	-5	-2	0.7	-1
COc1ccc(-n2c(C)nnc2SCc2nc(-c3ccc(OC)c(OC)c3)no2)cc1	·	3	-6	2.2	-2	-1	·	-0.6	14
Cc1cccc(N2CCN(c3ccc4cc(S(=O)(=O)N5CCC(C)CC5)ccc4n3)CC2)c1C	2	3	0	0.4	0	2	·	0.1	7
O=C(Nc1ccon1)c1nc[nH]c1C(=O)N1CCc2ccccc2C1	·	-1	·	0.1	-2	3	-6	0.2	0
COCc1c(C(=O)OCC(=O)N2c3ccccc3NC(=O)C2(C)C)oc2ccccc12	0	0	14	0.1	9	2	-1	-0.1	-5
CN(C)/C=N/c1cc(=O)n(C)c(=O)n1Cc1ccccc1	·	1	-13	0.0	-3	-1	14	0.3	4
O=S(=O)(c1ccc(F)cc1)N1CCCC1	5	0	-11	-2.5	0	5	-13	-0.3	-4
COc1cc2c(cc1NC(=O)c1ccccc1C)n(C)c(=O)n2C	·	-1	-7	-2.1	-2	-2	·	-0.5	-4
COc1ccc(S(=O)(=O)NCCSc2nnnn2-c2ccccc2)cc1	·	3	-7	-0.5	-5	-3	·	-3.1	-9
CCOC(=O)C(=O)N1CCC(Cc2ccccc2)CC1	-6	1	-8	-0.5	-3	1	-6	0.0	7
CCc1ccc(NC(=O)COC(=O)CCCC2=NS(=O)(=O)c3ccccc3N2)cc1	-24	3&4	13&-2	-0.6&-0.1	2&3	-4&-2	-5	-2.4&-0.7	10&6
CN1CCN(C(=O)c2ccc(COc3cc(Cl)ccc3Cl)o2)CC1	-4	4	11	-3.0	4	-6	-11	-0.1	·
CCOC(=O)c1sc(NC(=O)/C=C/c2cnn(C)c2C)c(C(=O)OC(C)C)c1C	-8	3	3	-1.0	-1	3	12	0.0	-2
Cc1ccc(S(=O)(=O)NN=C2CCN(Cc3ccccc3)CC2)cc1	-11	1	-7	0.4	5	-4	-4	0.1	11
CC(=O)NC(=S)Nc1ccc(N2CCOCC2)c(S(=O)(=O)Nc2cc(Cl)ccc2Cl)c1	5	3	-2	-1.4	-6	-6	-19	2.1	2
CN(Cc1ccccc1)C(=O)c1nc[nH]c1C(=O)N1CCN(c2ccccc2)CC1	·	-1	·	0.5	3	-8	8	-0.2	-10
CCn1c(=O)[nH]c2ccccc2c1=O	6	3	-4	-0.4	8	-6	-2	-0.6	5
Cc1ccc2cc(C)c(NCCO)nc2c1	-6	0	4	-0.3	2	-6	-8	-1.5	-1
Cc1cccc(C(=O)Nc2ccc(-c3nc4cc(C(C)C)ccc4o3)cc2)c1	·	4	-17	0.3	12	3	·	0.4	0
COc1ccc(NC2CCCN(C(=O)c3cccs3)C2)cc1 (stereo not drawn)	19	-1	8	-0.2	0	0	1	0.3	-4
O=c1oc(CCCO)cc2ccc(C#Cc3ccsc3)cc12	·	4	·	-0.9	2	-3	-7	-0.1	-5
Cc1ccc(C(=O)Nc2ccc3[nH]c(=O)[nH]c3c2)c(C)c1	-6	7	-29	-0.1	5	5	16	0.9	-3
CCN(CC)CCNC(=O)C(C(=O)c1ccccc1)n1ccccc1=O (stereo not drawn)	19	5	1	-0.4	1	-4	-12	1.0	-8
CC(C)CCn1c(CN2CCN(Cc3ccccc3)CC2)nc2c1c(=O)[nH]c(=O)n2C	37	0	0	0.3	0	-6	2	0.4	-3
CC(NC(=O)[C@H](Cc1c[nH]c2ccccc12)NC(=O)[C@@H]1Cc2ccccc2CN1)c1ccccc1 (stereo partly drawn)	3	8	-5	-1.0	30*	5	-8	0.1	-1
CCCCNC(=O)c1sc2ncccc2c1-n1cccc1	-12	0	-3	-1.2	4	-2	·	-0.4	5
CCc1nnc(NC(=O)CSc2nnc(Cc3cc(=O)[nH]c(=O)[nH]3)n2-c2ccc(OC)cc2)s1	-3	5	0	-1.2	-3	-3	-7	0.0	-3
